# Screens deposited in PubChem by several laboratories.
# MEX-5 binding: MEX-5 zinc finger RNA-binding disruptors – biochemical, C. elegans, fluorescence polarization, MLPCN library, primary screen; 0.38% of 300,000 active; MEX-5/FITC-TCR2 RNA binding; active compounds read low; Zinc finger protein mex-5 (Caenorhabditis elegans), Q9XUB2; activity score (negative = inhibition of binding), % at 10 µM; AID 1832, 2009;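 active = inhibition past about -25% in most replicates, and total fluorescence under double the plate's negative control median, limit read from the data; inconclusive = replicates evenly split on the limit, or fluorescence at least double controls; inactive = too little inhibition in most replicates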;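 note: 0% = DMSO and -100% = 5 µM competing unlabeled TCR2 RNA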
# AHR activator: AHR activators, primary screen, cell-based, luminescence, luciferase reporter, human | AHR-responsive luciferase reporter cells | activation, % at 5 µM | 2.5% of 320,000 active; in the data active = activation above about 47%;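 note: 0% = vehicle wells and 100% = reference agonist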
# Target sequence (P35869 whole entry, looked up): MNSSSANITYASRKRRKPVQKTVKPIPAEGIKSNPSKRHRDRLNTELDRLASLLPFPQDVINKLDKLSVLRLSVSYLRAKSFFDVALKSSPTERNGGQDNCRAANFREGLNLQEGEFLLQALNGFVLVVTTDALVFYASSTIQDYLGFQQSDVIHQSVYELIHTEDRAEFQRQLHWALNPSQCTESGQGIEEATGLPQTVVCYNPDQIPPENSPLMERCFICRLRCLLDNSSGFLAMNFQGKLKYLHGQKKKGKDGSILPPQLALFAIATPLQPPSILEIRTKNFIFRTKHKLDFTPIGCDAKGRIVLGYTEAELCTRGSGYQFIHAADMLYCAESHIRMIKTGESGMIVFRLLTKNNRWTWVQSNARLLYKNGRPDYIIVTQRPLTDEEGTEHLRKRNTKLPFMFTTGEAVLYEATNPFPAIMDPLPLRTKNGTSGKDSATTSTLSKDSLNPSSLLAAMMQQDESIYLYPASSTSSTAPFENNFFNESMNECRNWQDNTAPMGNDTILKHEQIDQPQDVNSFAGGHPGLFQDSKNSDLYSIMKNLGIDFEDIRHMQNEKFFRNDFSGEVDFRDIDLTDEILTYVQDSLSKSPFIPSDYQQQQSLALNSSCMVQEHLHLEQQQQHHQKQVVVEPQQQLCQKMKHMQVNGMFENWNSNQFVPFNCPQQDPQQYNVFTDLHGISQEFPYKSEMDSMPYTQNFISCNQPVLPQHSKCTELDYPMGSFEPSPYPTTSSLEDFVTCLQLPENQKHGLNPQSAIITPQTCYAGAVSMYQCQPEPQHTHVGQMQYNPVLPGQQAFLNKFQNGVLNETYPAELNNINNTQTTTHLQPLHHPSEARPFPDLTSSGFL
# PAFAH1B2 FP inh: PAFAH1B2 enzyme inhibitors, primary screen, biochemical, fluorescence polarization, human | inhibition, % at 3.39 µM | Platelet-activating factor acetylhydrolase IB subunit alpha2 (Homo sapiens), P68402 | recombinant PAFAH1B2, FP-rhodamine activity probe | 1.2% of 340,000 active | AID 492953, 2010;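 active = inhibition above the mean of all tested compounds plus 3 SD, cut at about 24% in these data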;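 note: 0% = enzyme with DMSO and 100% = wells lacking PAFAH1B2; many of its hits are not listed in these tables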
# MCL1 BIM primary: inhibitors of MCL1 binding to BIM-BH3, primary screen, biochemical, fluorescence polarization; Induced myeloid leukemia cell differentiation protein Mcl-1 (Homo sapiens), Q07820; GST-MCL1 / FITC-Bim-BH3 fluorescence polarization; inhibition, % at 10.9 µM; 0.68% of 320,000 active; AID 2057, 2009;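 active = inhibition above the mean inhibition of all tested compounds plus 3 SD, set per campaign, cut at about 40% in these data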;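 note: 0% = DMSO wells and 100% = unlabeled Bim-BH3 peptide control; higher means more loss of mP so more displacement of Bim peptide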
# pPAFAH FP inh: pPAFAH enzyme inhibitors, primary screen, biochemical, fluorescence polarization, human | inhibition, % at 3.39 µM | Platelet-activating factor acetylhydrolase (Homo sapiens), Q13093 | 1.5% of 330,000 active | recombinant pPAFAH, FP-rhodamine probe fluorescence polarization;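 active = inhibition above the mean inhibition across the screen plus 3 SD, cut at about 25% in these data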;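 note: inhibitors block binding of the rhodamine activity-based probe so polarization drops; 0% = enzyme with DMSO and 100% = wells lacking pPAFAH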
# GLD-1 TGE inh: GLD-1/TGE RNA complex disruptors, primary screen, biochemical, fluorescence polarization; AID 2280, 2010; purified GLD-1 + fluorescein TGE RNA; 0.44% of 320,000 active; inhibition, % at 5.96 µM;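 active = percent inhibition above a per-plate cutoff, the plate mean of test compounds plus 3 SD, cut at about 30% in these data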;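 note: 0% = DMSO wells with GLD-1 and probe and 100% = wells lacking GLD-1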
# Fam108B inh: mouse Fam108B serine hydrolase inhibitors, primary screen, counter-screen for RBBP9 inhibitor project, biochemical, fluorescence polarization. recombinant Fam108B, FP-Rh probe fluorescence polarization. inhibition, % at 9.51 µM. 0.33% of 300,000 active. AID 1947, 2009;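 active = inhibition above the screen mean inhibition plus 3 SD, computed separately per campaign, cut at about 18% in these data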;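 note: inhibitors lower polarization as less probe binds the enzyme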
# PME-1 inh: PME-1 inhibitors via competitive probe labeling, primary screen, biochemical, fluorescence polarization, FP-Rh probe, HTS | Protein phosphatase methylesterase 1 (Homo sapiens), Q9Y570 | recombinant PME-1 | inhibition, % at 5.9 µM | 0.53% of 320,000 active;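 active = inhibition above the campaign mean of all compounds plus 3 SD, cut at about 26% in these data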;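 note: competitive labeling of PME-1 active site by serine hydrolase directed probe; 0% = PME-1 with DMSO and 100% = wells lacking PME-1 enzyme; inhibitors block probe labeling so polarization falls and inhibition rises; many of its hits are not listed in these tables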
# BCLXL inh: inhibitors of human Bcl-xL, primary screen, biochemical, fluorescence polarization, HTS; GST-Bcl-xL / FITC-Bim BH3 peptide fluorescence polarization; AID 2129, 2009; inhibition, % at 10.9 µM; Bcl-2-like protein 1 (Homo sapiens), Q07817; 0.7% of 320,000 active;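 active = inhibition above the mean of all tested compounds plus 3 SD, cutoff set per campaign, cut at about 30% in these data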;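 note: 0% = DMSO wells and 100% = unlabeled Bim-BH3 peptide competitor; inhibitors lower millipolarization by displacing the labeled peptide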
# Target sequence (Q07817 whole entry, looked up): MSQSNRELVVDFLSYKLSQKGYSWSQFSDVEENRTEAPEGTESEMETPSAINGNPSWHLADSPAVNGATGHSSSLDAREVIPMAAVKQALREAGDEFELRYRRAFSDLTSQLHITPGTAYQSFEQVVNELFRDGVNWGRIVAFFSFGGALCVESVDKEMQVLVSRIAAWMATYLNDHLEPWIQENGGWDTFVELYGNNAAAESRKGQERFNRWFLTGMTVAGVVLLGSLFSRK
# The depositor's hits bear a star; ? = inconclusive; . = not tested or not shown. An excerpt. The share of hits here may be higher or lower than overall.
# Second line of a record – MEX-5 binding	AHR activator	PAFAH1B2 FP inh	MCL1 BIM primary	pPAFAH FP inh	GLD-1 TGE inh	Fam108B inh	PME-1 inh	BCLXL inh
CCOC(=O)c1ccc2ncc(C(=O)OCC)c(Nc3ccc(N4CCOCC4)cc3)c2c1
  -0.5	-0.7	3.5	6.1	15.8	2.1	-1.2	10.3	5.1
CC(C)Cc1nnc(NC(=O)CCC(=O)N2CCCCC2)s1
  -1.4	0.0	1.9	0.2	4.4	5.7	1.8	-10.6	0.8
Cc1sc2ncnc(SCC(=O)Nc3ccc(CN4CCCC4)cc3)c2c1C
  .	3.4	-1.3	-13.5	-0.6	-0.9	.	-0.6	-12.2
COc1cccc(C(=O)Nc2ccccc2C(=O)N2CCCC2)c1
  -1.3	19.4	1.8	-0.3	1.4	-11.1	4.3	-2.3	4.5
O=C(COC(=O)c1ccc(Oc2ccccc2)cc1)Nc1nnc(-c2ccccc2)o1
  -2.7	4.1	0.4	4.7	25.0*	-5.8	-6.0	-7.0	-0.8
CC(=O)c1c(C)[nH]c(C(=O)N(C)C(c2ccccc2)c2ccccc2)c1C
  -0.3	3.3	8.3	-6.3	-1.6	1.8	-1.2	2.7	-0.5
COc1cccc(NC(=O)c2ccco2)c1
  -3.4	5.1	-1.5	3.5	3.5	-1.2	1.4	1.0	2.6
O=C1OCCC1Sc1nnc(-c2cccs2)n1Cc1ccccc1 (stereo unspecified)
  0.0	0.2	4.0	-6.2	1.1	-9.3	-2.6	-1.2	-5.2
CCC(C)(C)c1nnc(NC(=O)c2ccc([N+](=O)[O-])cc2)s1
  1.2	11.4	2.8	3.7	-5.5	1.9	-0.8	-5.8	0.4
COc1ccc(CCNC(=O)COC(=O)/C=C/c2cccs2)cc1OC
  0.1	-0.6	0.6	5.2	-0.4	-5.0	-2.1	-2.5	5.5
COCCNC(=O)C(OC(=O)c1cccs1)c1ccc(F)cc1 (stereo unspecified)
  -0.6	0.9	0.3	7.2	5.1	8.4	5.4	6.8	3.4
CN1C(=O)[C@@H]2[C@H](C1=O)[C@@H]1C(=O)Nc3ccccc3C(=O)N1[C@@H]2c1ccc(Br)cc1
  -2.8	4.8	6.5	10.2	0.0	8.2	0.4	0.8	7.3
Cc1ccccc1NC(=O)NC1(C(=O)N2CCCC2)CCCCC1
  3.3	-1.2	3.9	5.2	-3.0	-0.6	-0.5	-3.4	8.6
COc1ccc(/C=C/C(=O)NNC(=O)c2cc(C)oc2C)cc1
  0.3	-0.8	-7.7	0.8	2.4	8.4	-4.6	0.2	6.4
CC(=O)N1CCC(=NNc2ccc(S(N)(=O)=O)cc2[N+](=O)[O-])CC1
  -0.4	2.3	2.0	-12.8	-1.1	2.0	-1.6	-0.6	-4.1
COc1ccc(Cl)cc1C(=O)Nc1cccnc1
  0.7	30.2	-4.5	-1.6	4.6	9.9	-3.6	-2.1	0.3
CN1CC(=O)N(CC(=O)NCc2ccc(F)cc2)c2ccccc2C1=O
  -1.1	0.2	4.7	3.8	-5.3	-7.9	0.0	2.8	3.1
CCCn1c(SCC(=O)NC2CCCC(C)C2C)n[nH]c1=O (stereo unspecified)
  -3.1	-2.7	6.2	-1.9	3.0	3.8	0.8	2.9	3.9
COCC(=O)N1CCC(Oc2ccc(C(=O)N3CCCCC3COC)cc2)CC1 (stereo unspecified)
  1.6	-0.2	1.7	4.9	0.8	-2.1	-0.1	-4.1	3.6
COc1ccc(-c2sc3ccccc3c2-c2ccc(OCCN3CCOCC3)cc2)cc1
  .	0.2	-2.9	.	3.1	4.0	.	.	.
COCCNC(=O)CSc1nc2sccc2c(=O)n1-c1ccccc1
  0.5	-0.2	1.1	-3.0	1.4	3.4	-1.4	-2.9	0.4
CC1(C)CC(CC(=O)NNc2nc(-c3ccccc3)cs2)C(=O)O1 (stereo unspecified)
  -6.3	7.1	1.1	-0.7	-0.5	0.5	-1.8	-4.9	1.2
O=C(NCC(c1ccco1)N1CCN(c2ccc(F)cc2)CC1)c1ccco1 (stereo unspecified)
  0.6	-0.3	5.1	8.1	0.7	-4.2	-1.9	0.7	3.9
COc1ccc(CC(=O)Nc2ccccc2-c2ccccc2)cc1OC
  1.3	2.3	3.0	-1.1	2.9	-3.7	2.8	12.1	0.5
COc1ccccc1OCC(=O)Nc1ccc(O)cc1C(=O)O
  0.3	0.6	-0.4	-7.0	3.2	1.4	-1.9	-3.1	9.4
CC(C)NC(=S)N(C)C1(c2ccccc2Cl)CCCCC1=O (stereo unspecified)
  -0.1	-0.3	1.7	10.1	-3.9	-4.1	-0.3	-6.5	3.3
CC12CC3(C)CC(C)(C1)CC(C(=O)Nc1nn[nH]n1)(C2)C3
  0.5	0.3	16.8	4.7	-0.4	3.7	1.2	-6.0	6.2
O=C(CCC1CCCN(C(=O)Cn2cnnn2)C1)NCc1ccccc1F (stereo unspecified)
  3.2	-0.3	3.0	1.6	6.0	-4.9	-1.7	5.8	-0.8
COC(=O)COc1ccc2c(-c3ccc(OC)cc3)cc(=O)oc2c1
  2.9	2.9	1.0	-7.5	3.5	-0.8	-0.1	-3.6	0.4
COc1ccc(C2C(C(=O)O)CCC(=O)N2c2ccc(C)cc2)cc1OC (stereo unspecified)
  0.9	-0.6	-1.2	25.6	-2.4	-2.7	1.0	3.3	-0.2

# Continued.
# Second line of a record – MEX-5 binding	AHR activator	PAFAH1B2 FP inh	MCL1 BIM primary	pPAFAH FP inh	GLD-1 TGE inh	Fam108B inh	PME-1 inh	BCLXL inh
COc1ccc(C(c2nnnn2CS(=O)(=O)c2ccc(C)cc2)N2CCN(Cc3ccccc3)CC2)cc1 (stereo unspecified)
  0.2	-0.5	1.8	-6.8	4.0	-0.3	-1.1	-0.6	-3.8
O=C(CC1C(=O)NCCN1CC1CCCCC1)NCCCN1CCOCC1 (stereo unspecified)
  -1.8	2.4	4.7	14.9	-1.2	2.8	5.5	7.1	15.0
O=[N+]([O-])c1cc2c(cc1/C=N/Nc1nc(Nc3ccccc3)nc(N3CCCCC3)n1)OCO2
  2.5	6.7	-3.0	8.5	4.0	0.3	2.1	1.0	9.9
Cc1cc(S(=O)(=O)N2CCCC2)ccc1OCC(=O)N1CCOCC1
  -0.1	5.6	-0.5	-2.9	10.2	0.3	-1.7	2.5	-3.2
CC(C)C(C(=O)NCc1ccco1)N(C(=O)CNS(=O)(=O)c1ccccc1)c1ccccc1 (stereo unspecified)
  0.6	11.7	4.4	2.5	-3.0	6.1	-3.0	-6.2	-0.5
COc1cc(Cl)cc(C(=O)O)c1OCC(=O)O
  0.5	2.7	10.2	6.5	-7.5	-8.5	-7.3	-9.5	6.9
O=C(O)c1ccoc1CN1CCCCC1
  -1.4	-4.0	1.0	-3.3	7.4	6.0	-3.0	-4.0	2.8
CCOC(=O)/C(C#N)=C1/C=Nc2ccccc2N1
  -10.5	-6.5	8.0	1.5	1.0	-3.5	2.1	2.8	0.6
O=C(CN1C(=O)NC2(CCCC2)C1=O)N1CCc2ccccc2C1
  0.6	-1.3	3.7	-4.2	1.6	-2.5	1.3	-1.1	4.3
Cc1nnc(NC(=O)C23CC4CC(CC(C4)C2)C3)s1
  2.0	-0.2	20.9	-0.1	-1.7	1.2	-0.4	-1.6	-3.0
COc1ccc(C)cc1NC(=O)C(C)N1CCOCC1 (stereo unspecified)
  -0.4	5.4	2.1	3.6	2.6	1.2	-5.0	2.0	6.0
Cc1ncc([N+](=O)[O-])n1S(=O)(=O)c1cc(Br)ccc1Br
  0.4	0.0	3.9	0.8	-1.1	-10.5	0.9	-0.9	2.3
CCCCCOC(=O)C(C)c1c(C)[nH]c(=S)[nH]c1=O (stereo unspecified)
  -1.0	-2.1	9.5	-3.9	5.1	3.4	1.2	-4.4	-0.6
O=C(NC1CCCC1)C1=COCCO1
  -3.9	1.4	-0.4	-2.0	-5.0	6.5	-8.2	-5.2	-5.9
COC(=O)C1=C(C)NC2=C(C(=O)CC(C)(C)C2)C1c1ccsc1 (stereo unspecified)
  0.1	0.9	-5.0	1.0	1.2	2.9	-2.8	2.2	5.7
CCC(=O)c1ccc(OC(=O)/C=C/c2cc(OC)c(OC)c(OC)c2)cc1
  1.8	1.2	4.4	-7.5	3.9	7.7	1.1	5.5	1.6
CCOc1ccc2noc3c2c1C(=O)c1ccccc1-3
  ?	9.7	17.6	174.2*	21.1	170.9*	14.3	16.7	152.2*
O=C(CSCc1ccccc1)N/N=C/c1ccc(OCC(=O)N2CCCCC2)cc1
  1.8	1.0	7.2	10.3	9.7	-1.4	3.1	3.9	2.5
CCCc1nnc(NS(=O)(=O)c2ccc(OC)cc2)s1
  -1.3	-0.3	4.6	-6.5	3.7	-2.8	1.2	-1.6	-2.7
CCOCC(=O)Nc1nc2c(s1)C(=O)CC(C)(C)C2
  -1.6	-2.2	4.2	2.1	-2.5	-2.2	2.6	5.6	9.3
O=C(CNc1ccc2ccccc2c1)N/N=C/c1ccncc1
  -0.9	44.1	-0.1	11.8	0.1	0.2	-0.2	9.3	6.9
CC1(C)CC(=O)C(C=NCCN2CCN(C(=S)Nc3cccc(Cl)c3)CC2)=C(O)C1
  2.1	-0.3	2.6	2.4	3.3	0.3	2.8	6.4	0.9
CCCC(=O)NC(=S)c1c(C)n(C)n(-c2ccccc2)c1=O
  -0.4	2.0	1.9	8.8	2.2	0.5	0.1	-5.1	6.9
CC(=NCCCn1ccnc1)c1c(C)[nH]n(-c2ccc([N+](=O)[O-])cc2)c1=O
  4.2	14.5	5.8	1.7	4.8	1.1	-0.5	3.4	3.2
CCOP(=O)(OCC)C(NCc1ccccc1)c1ccc(Br)cc1 (stereo unspecified)
  3.4	0.6	3.2	1.1	5.4	2.7	-1.8	-2.1	3.5
COC(=O)c1cc(OC)c(OC)cc1NC(=O)Nc1ccccc1F
  2.2	7.2	.	8.3	-0.4	-2.5	0.6	-7.4	3.9
CCc1cc2c3c(c1)C1(C(=O)N3C(C)(C)C=C2C)C(C#N)=C(N)Oc2[nH]c(=O)[nH]c(=O)c21 (stereo unspecified)
  0.4	-1.8	7.8	0.4	0.7	1.6	-4.0	-1.2	0.4
O=C(CCC1CCCCC1)NCCS(=O)(=O)N1CCN(c2ccccc2)CC1
  2.8	-1.5	9.3	5.5	10.8	8.2	-0.9	3.1	7.5
